PKA-R2B act: activates the human PKA-R2B holoenzyme complex; P22694+P31323; PKA-R2B holoenzyme dissociation, Cy5-IP20 fluorescence polarization; R2B truncated from residue 108, S112A mutant; 0% DMSO only, 100% 113 µM cGMP; activation, % at 11.4 µM; hit rate 0.079% among 340,000; AID 504700;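 active = activation above a cutoff set at the mean over all compounds plus 3 SD, cut at about 18% in these data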;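 note: higher means more holoenzyme dissociation and a rise in polarization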
Target sequence (P31323 whole entry, looked up, other chains not shown, the tested form may be a part): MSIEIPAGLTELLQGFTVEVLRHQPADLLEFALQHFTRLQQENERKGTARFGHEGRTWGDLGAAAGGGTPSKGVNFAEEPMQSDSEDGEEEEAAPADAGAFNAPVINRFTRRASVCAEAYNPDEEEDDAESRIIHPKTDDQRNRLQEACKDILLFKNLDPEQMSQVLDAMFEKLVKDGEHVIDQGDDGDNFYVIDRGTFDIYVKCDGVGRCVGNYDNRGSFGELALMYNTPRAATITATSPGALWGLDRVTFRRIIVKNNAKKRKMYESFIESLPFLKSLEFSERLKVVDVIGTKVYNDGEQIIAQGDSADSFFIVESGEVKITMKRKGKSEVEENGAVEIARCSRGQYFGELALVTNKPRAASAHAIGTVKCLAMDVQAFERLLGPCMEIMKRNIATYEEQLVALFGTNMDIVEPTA
Pemphigus Ab inh: human desmoglein-3 autoantibody binding inhibition; DSG3-coupled beads, scFv-anti-DSG3-GFP binding, flow cytometry; stronger effect = lower value; AID 588358; binding (percent of control), % at 10 µM; P32926; hit rate 0.48% among 310,000;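 active = binding more than 3 SD below its plate's average and above zero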;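 note: hits lower antibody fragment binding to DSG3; some compounds called inactive have numbers as strong as hits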
Mot1-301 SUMO: inhibitors of SUMOylation pathway: yeast Mot1-301 growth rescue; S. cerevisiae Mot1-301 growth rescue, ATP luminescence, 38.5C; percent above DMSO median, 100 means doubled; hit rate 1% among 320,000; growth rescue, % at 18.8 µM;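 active = every valid replicate shows activation above 250% relative to neutral control wells; inactive = the rest, any valid replicate at or below 250%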;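 note: OY570 slx delta 5 strain wells were the positive control but not used for scaling; some compounds called inactive have numbers as strong as hits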
dFosB act: enhances mouse delta FosB homodimer DNA binding. purified delta FosB, TAMRA-CDK5 oligo fluorescence polarization; percent of positive-control signal above neutral wells. activation, % at 25 µM. hit rate 0.99% among 340,000. AID 493131;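 active = mean activation above about 17%, with every replicate also reaching it, limit read from the data, passing the limit was not always enough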;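 note: fluorescence polarization rise as delta FosB binds a TAMRA Cdk5 AP-1 oligo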
PKA-R1A activ: PKA-R1A complex activation. P00514+P68181. PKA-R1A dissociation, Cy5-IP20 fluorescence polarization; scaled: DMSO 0%, 113 µM cGMP 100%. activation, % at 11.4 µM. hit rate 0.083% among 340,000. AID 504707;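 active = percent activation above the mean of all tested compounds plus 3 SD, cut at about 19% in these data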;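 note: higher means more PKAc released from R1A so a rise in polarization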
SR-BI HDL uptake: blocks mouse SR-BI lipid uptake from DiI-HDL. Q61009. ldlA[mSR-BI] CHO cells, DiI-HDL uptake fluorescence, 3 h. AID 488896. hit rate 0.96% among 320,000. inhibition, % at 12.5 µM;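 active = mean replicate inhibition of at least 70% and a set share of replicates each scoring 70 or more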;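 note: 0% = median of neutral control wells and 100% = median of positive control wells; values of inactives mirror those of a sister screen read the other way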
CDK5 inh: inhibitors of human CDK5/p35 kinase | Q00535+Q15078 | Recombinant CDK5/p35, ADP-Glo luminescence, 60 min | inhibition, % at 10 µM | hit rate 0.01% among 330,000 | AID 488839;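 active = highest replicate inhibition of at least 50% and at least 75% of replicates reaching 50%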;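 note: plate controls were DMSO neutral control for no effect and GW8510 at 10 µM for full effect; many of its hits are not listed in these tables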
Target sequence (Q00535 whole entry, looked up): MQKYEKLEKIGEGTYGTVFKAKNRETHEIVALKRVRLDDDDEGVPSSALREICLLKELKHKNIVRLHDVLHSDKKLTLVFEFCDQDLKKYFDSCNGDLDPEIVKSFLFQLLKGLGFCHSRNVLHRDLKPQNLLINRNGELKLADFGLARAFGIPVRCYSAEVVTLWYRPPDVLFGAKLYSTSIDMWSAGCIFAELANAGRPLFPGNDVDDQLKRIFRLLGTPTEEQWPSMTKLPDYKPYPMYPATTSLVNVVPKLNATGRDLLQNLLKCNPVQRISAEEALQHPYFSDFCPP
Target sequence (Q15078 whole entry, looked up): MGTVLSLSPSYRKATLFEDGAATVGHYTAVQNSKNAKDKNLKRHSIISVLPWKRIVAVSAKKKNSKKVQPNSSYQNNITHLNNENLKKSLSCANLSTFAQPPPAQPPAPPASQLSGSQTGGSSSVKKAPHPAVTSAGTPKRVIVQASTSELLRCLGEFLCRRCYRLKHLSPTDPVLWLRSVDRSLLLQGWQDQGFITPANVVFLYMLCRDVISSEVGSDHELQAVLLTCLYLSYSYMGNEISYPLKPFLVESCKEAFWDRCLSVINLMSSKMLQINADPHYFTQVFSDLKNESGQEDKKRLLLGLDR
SR-BI uptake up: SR-BI HDL lipid transfer activation | CHO ldlA[mSR-BI] cells, DiI-HDL uptake fluorescence, 3 h; 100 = double the neutral-control signal | activation, % at 12.5 µM | hit rate 0.096% among 320,000;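 active = mean replicate activation of at least 60% and every replicate at or above 60%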;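 note: 0% = median plate neutral-control signal and 100% = twice that signal; values of inactives mirror those of a sister screen read the other way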
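material = CHO ldlA[mSR-BI] cells | medium = Ham's F12 with 0.5% BSA, HEPES 25 mM, pH 7.4 | reagent = fluorescent DiI-HDL, 10 µg/mL final | compound dosing = single-point compound dose | incubation = 3 h, 37 °C | measured by = bottom-read fluorescence, 550/595 nm | measure = HDL uptake via cellular fluorescence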
Arrestin-AP2 inh: blocks beta-arrestin peptide binding to AP2 adaptin | FITC-arrestin peptide / GST-AP2 beads, flow cytometry; AP2 beta2 appendage carries R879A mutation | inhibition, % at 10 µM | hit rate 0.31% among 340,000;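 active = inhibition above a set limit, near 3 SD of compounds lacking own fluorescence, cut at about 54% in these data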;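 note: plate controls were DMSO wells for no effect and 5 µM unlabelled arrestin peptide for full effect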
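Material – AP2 appendage R879A on GSH beads · Buffer or medium – PBS with 0.05% Tween 20 and 0.1% BSA · Probe or stimulus – fluorescein-tagged arrestin peptide at 50 nM final · Incubation – compound with beads 12 min RT, then probe 1 h RT · Detection – high-throughput flow cytometry of beads, ex 488, em 535 nm · Evaluation – percent response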
MITF TRPM1 HTS: increases MITF-driven TRPM1 promoter luciferase signal; SK-MEL-5 TRPM1-promoter luciferase, 24 h; % of positive control, neutral wells = 0; AID 588334; hit rate 0.75% among 300,000; activation, % at 12.5 µM;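 active = mean activation of at least 80% with every replicate also reaching 80%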;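 note: 0% = neutral control wells and 100% = parthenolide positive control wells; values of inactives mirror those of a sister screen read the other way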
NSD2 inh: NSD2 (human) methyltransferase inhibition. NSD2 peptide methylation, AlphaScreen, 120 min. inhibition, % at 12.5 µM. hit rate 0.54% among 310,000; in the data active = inhibition above about 50%
An asterisk follows results filed as active; · = no result given.

Structure	PKA-R2B act	Pemphigus Ab inh	Mot1-301 SUMO	dFosB act	PKA-R1A activ	SR-BI HDL uptake	CDK5 inh	SR-BI uptake up	Arrestin-AP2 inh	MITF TRPM1 HTS	NSD2 inh
CCOc1ccc(/C=N/OCC(=O)Nc2cc(C)on2)cc1	9	101	-18	0	-6	-4	-3.2	4	1	-2	0
CC(C)N(C)S(=O)(=O)c1ccc(NC(=O)CSC(=S)N2CCCC2)cc1	-3	97	3	-10	-3	20	0.6	-20	-10	-11	4
COc1cc(OC)cc(C(=O)OCC(=O)Nc2cccc(S(=O)(=O)NC3=NCCCCC3)c2)c1	7	94	-6	-4	-4	7	-4.1	-7	-8	0	-1
CCCn1c(CNC(=O)c2cccs2)nc2ccccc21	-5	97	12	-1	0	-27	-0.4	27	8	·	·
CCOc1ccc(OCC)c(NC(=O)CSCC(=O)O)c1	-12	96	-7	2	-1	-41	1.1	41	7	-13	3
COc1ccccc1NS(=O)(=O)c1ccc2c(c1)NC(=O)CC(=O)N2	9	100	-1	0	0	-15	·	15	0	6	24
COc1ccc(N(C(C)C(=O)N(C)Cc2ccccc2)S(C)(=O)=O)cc1 (configuration not stated)	3	120	-13	-5	-3	-31	0.6	31	-7	·	-2
O=C(CN1C(=O)c2ccccc2S1(=O)=O)N1CCCCC1	-2	122	-12	1	-14	·	-0.6	·	21	-11	-1
Cc1cccc(/C=C2/SC(=O)N(Cc3ccccc3)C2=O)n1	-12	100	-1	-2	0	4	-7.9	-4	11	8	·
O=C(CCCn1cc([N+](=O)[O-])cn1)N1CCCCC1	-3	·	-3	4	-11	-4	-2.7	4	-25	4	-3
O=C(N/N=C/c1cccc(F)c1)c1c(O)c2ccccc2[nH]c1=O	2	99	-2	2	-2	5	-1.4	-5	-3	-44	31
O=C(CN1C(=O)c2ccccc2C1=O)Nc1ccccc1F	-2	96	-1	2	-5	2	-1.6	-2	5	-6	-4
O=C1c2ccccc2C(=O)N1c1ccc(S(=O)(=O)N2CCN(c3ccccc3)CC2)cc1	4	100	8	-2	-3	4	-1.6	-4	5	-6	-1
CCN(CC(=O)Nc1c(F)cccc1F)C(=O)c1cc(-c2cccs2)nn1-c1ccccc1	-10	108	-11	-10	-12	10	2.2	-10	18	-1	43
CN(Cc1ccccc1)C(=O)COC(=O)CCN1C(=O)C2CC=CCC2C1=O (configuration not stated)	-7	106	-9	1	-4	-34	-0.2	34	1	-13	0

(listing goes on)
Structure	PKA-R2B act	Pemphigus Ab inh	Mot1-301 SUMO	dFosB act	PKA-R1A activ	SR-BI HDL uptake	CDK5 inh	SR-BI uptake up	Arrestin-AP2 inh	MITF TRPM1 HTS	NSD2 inh
Cc1cccc2cc(COC(=O)c3cccnc3)c(=O)[nH]c12	0	·	-9	-14	1	0	-7.0	0	-20	-13	·
Cc1cccc2cc(C(c3nnnn3CC3CCCO3)N3CCCc4ccccc43)c(=O)[nH]c12 (configuration not stated)	-13	97	-15	-14	-11	-9	-0.3	9	12	·	0
COc1ccc(CNC(=O)/C=C/c2cc3c(cc2Br)OCO3)cc1	-3	104	-6	6	-4	-4	-0.3	4	-2	7	-2
COCCN(C(=O)CCC(=O)Nc1cccnc1)C(C(=O)NC1CCCCC1)c1ccccc1 (configuration not stated)	-16	82*	-20	-1	-7	-15	-0.4	15	-8	·	-4
COc1ccc(OCC(=O)Nc2ccccc2N2CCN(C)CC2)cc1	-1	·	-2	5	3	·	-1.1	·	7	·	2
COc1ccc(CCN(Cc2cccs2)S(=O)(=O)c2ccc(S(=O)(=O)N3CCCCCC3)cc2)cc1OC	-3	99	-11	3	10	29	-0.1	-29	7	-18	-1
Cc1occc1-c1nnc(SCC(=O)Nc2ccc(F)cc2)n1C	11	87	-4	3	5	·	-0.5	·	35	10	5
COc1cc(Br)ccc1NC(=O)c1ccccc1-c1ccccc1C(=O)O	10	113	-13	-5	3	-18	1.0	18	-8	0	0
O=C(Nc1ccc(-c2cccc(F)c2)cc1)C1CCCN(Cc2ccccn2)C1 (configuration not stated)	1	109	39	-8	5	27	-1.3	-27	-13	14	-2
COC(=O)c1ccc(NC(=O)C2CCCN2S(=O)(=O)c2ccc(F)cc2)cc1 (configuration not stated)	-7	102	1	-1	1	4	0.8	-4	-4	6	-2
Cc1cccc(OCCCC(=O)O)c1	-1	·	-3	1	-11	·	-0.4	·	-1	-7	-1
NC(Cc1c[nH]c2ccc(OCc3ccccc3)cc12)C(=O)O (configuration not stated)	-1	93	-14	-1	4	1	-1.7	-1	4	0	2
CCS(=O)(=O)N1CCC(C(=O)NCCc2ccc(C)cc2)CC1	3	98	-4	2	2	8	-1.1	-8	0	53	·
CN1CCN(/C(=N\O)c2nonc2N)CC1	-4	93	-1	-1	1	-23	-0.1	23	19	2	6
CCN(CC)S(=O)(=O)c1cc(NS(=O)(=O)c2ccc(Cl)c(C(=O)O)c2)ccc1C	-14	90	-1	-1	-16	·	-3.4	·	-19	13	6

(list continues)
Structure	PKA-R2B act	Pemphigus Ab inh	Mot1-301 SUMO	dFosB act	PKA-R1A activ	SR-BI HDL uptake	CDK5 inh	SR-BI uptake up	Arrestin-AP2 inh	MITF TRPM1 HTS	NSD2 inh
CCOC(=O)c1sc2nc(CC(=O)OC)nc(NCc3ccco3)c2c1C	4	104	·	-17	6	23	-0.5	-23	-1	24	3
COC(=O)c1c(-c2ccccc2)csc1NC(=O)C1CC=CCC1C(=O)O (configuration not stated)	2	103	584	-4	-6	-16	0.7	16	3	2	0
O=C1CCCC(c2ccccc2)N1 (configuration not stated)	-11	96	-10	4	-2	5	-0.4	-5	14	-8	28
Cc1cccc(N(CC(=O)NC2CCCC2)C(=O)CNC(=O)c2ccco2)c1C	-5	·	-28	-3	9	·	-0.7	·	5	-6	0
CCOC(=O)C1CCCN(CC(=O)Nc2cc(C)cc(C)c2)C1 (configuration not stated)	-1	110	-4	-6	-12	19	0.1	-19	1	0	-7
CCn1cc(S(=O)(=O)CC(=O)Nc2ccc3c(c2)OCO3)c2ccccc21	6	79	-13	2	-6	10	2.0	-10	-3	·	·
COC(=O)C1=C(C)NC2=C(C(=O)c3ccccc32)C1c1ccc(-c2ccc(C(=O)O)cc2)o1 (configuration not stated)	4	94	-2	-29	10	15	-0.5	-15	-6	-4	·
CCCN(CCC)CCNC(=O)C1CCCN(S(=O)(=O)c2ccc3c(c2)oc(=O)n3C)C1 (configuration not stated)	-7	94	724	2	8	6	0.3	-6	1	2	10
CCN(CC)S(=O)(=O)c1ccc2[nH]c(=O)cc(C(=O)Nc3cccc(C(C)=O)c3)c2c1	-9	95	·	1	-1	-9	2.8	9	25	1	-2
COc1cccc(OCc2cc(C(=O)N(C)CCOc3ccc(C)cc3)no2)c1	-10	104	·	-7	-16	15	1.2	-15	26	30	-2
CCNC(=O)CC1SC(=Nc2ccc(C)cc2)N(CC)C1=O (configuration not stated)	-4	95	-6	-5	1	-5	0.8	5	-11	-13	1
COc1cccc(N(C(=O)Cn2nnc(-c3ccc(C)o3)n2)C(C(=O)NC2CCCC2)c2ccncc2)c1 (configuration not stated)	1	·	-13	-2	-9	0	-1.7	0	25	-4	11
CCCn1c(SCC(=O)Nc2ccc(Cl)cc2F)nc(O)cc1=O	2	·	-7	-2	0	-3	-1.0	3	-6	·	-2
COC(=O)C1=C(C)N(Cc2ccccc2)C(=NCC(C)C)N[C@H]1c1cccc(C(F)(F)F)c1	2	124	-26	-10	-7	-31	0.6	31	3	-95	·
Cc1nnc(SCC(=O)Nc2cc(Cl)ccc2Cl)n1CC1CCCO1 (configuration not stated)	-13	99	71	1	-9	-1	-0.1	1	26	7	3

Additional entries follow.
Structure	PKA-R2B act	Pemphigus Ab inh	Mot1-301 SUMO	dFosB act	PKA-R1A activ	SR-BI HDL uptake	CDK5 inh	SR-BI uptake up	Arrestin-AP2 inh	MITF TRPM1 HTS	NSD2 inh
CCc1c(O)cc2n(c1=O)-c1ccc(Cl)cc1C2(C)C	1	106	25	-3	-13	33	2.2	-33	0	7	·
COCCn1c(SCC(=O)Nc2ccccc2OC)nc2ccccc2c1=O	-2	129	147	-5	-3	-2	0.4	2	3	·	-1
O=C(c1ccccc1Cl)N1CCC(n2cccc2)CC1	-1	113	-6	-2	-5	-1	-0.4	1	-3	·	1
O=C(NCc1ccncc1)c1cccc(Cn2cc(Br)cn2)c1	-5	93	-6	0	-5	-14	0.5	14	-1	0	-2
CCOC(=O)N1CC=C2C(C#N)=C(N)C(C#N)(C#N)[C@H](c3cccs3)C2C1 (some centres not stated)	-20	93	1	7	-18	28	-1.7	-28	-2	·	·
CCCNC(=O)c1ccc(N2CCC3(CC2)CC(c2cccc(Br)c2)=NO3)c(NC(=O)c2c(Cl)cccc2Cl)c1	8	102	8	-7	3	3	-1.1	-3	5	-9	·
Cc1ccc(NC(=O)COC(=O)CCc2ccc(S(=O)(=O)N3CCOCC3)cc2)c(C)c1	4	97	4	0	-5	-14	-0.4	14	18	-18	-1
COc1ccccc1-c1noc(CCC(=O)N2CCN(c3cc(C)ccc3C)CC2)n1	-6	122	·	-13	2	21	0.6	-21	-5	10	·
CCOc1ccc(S(=O)(=O)NCCCN2CCOCC2)cc1	0	103	-9	5	-13	-3	0.0	3	12	-14	8
CC1CCN(c2ccc3nnc(CCC(=O)N4CCCCC4)n3n2)CC1	3	·	56	-2	-8	5	-0.9	-5	37	-4	-3
Cc1ccc(C(=O)N2CCCC2)cc1S(=O)(=O)N1CCCCC1	1	108	1	-4	-1	-3	-0.4	3	10	-6	-1
O=C(NCc1ccc(Cl)cc1)c1ccc(S(=O)(=O)N2CCCCC2)cc1	-7	99	10	15	-16	23	-0.7	-23	11	-4	53*
CCn1c(SCC(=O)Nc2ccc(C)cc2)nc2nc3c(cc2c1=O)CCCC3	-9	116	·	-1	-2	23	1.4	-23	-2	4	-3
COc1ccc(C(=O)COC(=O)CSCc2c(C)noc2C)cc1OC	-6	99	1	-9	-13	-11	-3.3	11	1	-6	0
CCn1c(CNC(=O)c2ccccc2F)nnc1SCC(=O)NC1CCCCC1C (configuration not stated)	-9	87	-5	1	0	-16	2.8	16	-3	-5	3
CCOC(=O)c1ccc(NC(=O)CN2C(=O)C3C4C=CC(C4)C3C2=O)cc1 (configuration not stated)	0	93	-19	-5	-6	-10	1.6	10	1	-1	3
O=C(NCC1CCCO1)C1CCCN(S(=O)(=O)c2cccc(C(F)(F)F)c2)C1 (configuration not stated)	-1	100	-11	-11	0	·	-0.1	·	0	2	0
